PPARg SRC-1 ag = PPARgamma-driven SRC-1 recruitment agonism; P37231; PPARgamma-SRC-1 coactivator recruitment biochemical assay; activation, % at 8 µM; 200,000 compounds, 0.41% hits; in the data active = activation above about 19%;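 also: 0% = DMSO and 100% = reference agonist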
bIAP inh = blocks bovine intestinal alkaline phosphatase activity | purified bovine IAP, CDP-star luminescence, 30 min | inhibition, % at 20 µM | 190,000 tested, under 10 active;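 active = over 50% inhibition of intestinal alkaline phosphatase at 20 µM in the single-dose screen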
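Incubation: 30 min reaction at room temperature / Material: purified bovine intestinal alkaline phosphatase (IAP) enzyme / Input: enzyme at 1/65,000,000 dilution / Dosing: 20 µM single dose / Signal: CDP-star luminescence signal / Reagent: CDP-star chemiluminescent phosphatase substrate, 30 µM final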
bIAP activator = increases bovine intestinal alkaline phosphatase activity. 200,000 compounds, 0.17% hits. purified bovine IAP, CDP-star luminescence, 30 min; stronger effect = higher value; fold of DMSO-control signal, blank-subtracted. activation factor at 20 µM;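 active = activation factor of 2 or more at 20 µM, a signal rise over negative controls twice the positive control's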
TLR4-MyD88 BLA = inhibitors of human TLR4-MyD88 binding. O00206+Q99836. HeLa CL3-4 TLR4/MyD88 BLA complementation, FRET ratio. inhibition, % at 8.4 µM. 200,000 compounds, 0.18% hits. AID 861; in the data active = inhibition above about 25%;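 also: 0% = vehicle and 100% = reference inhibitor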
Target sequence (O00206 whole entry, looked up): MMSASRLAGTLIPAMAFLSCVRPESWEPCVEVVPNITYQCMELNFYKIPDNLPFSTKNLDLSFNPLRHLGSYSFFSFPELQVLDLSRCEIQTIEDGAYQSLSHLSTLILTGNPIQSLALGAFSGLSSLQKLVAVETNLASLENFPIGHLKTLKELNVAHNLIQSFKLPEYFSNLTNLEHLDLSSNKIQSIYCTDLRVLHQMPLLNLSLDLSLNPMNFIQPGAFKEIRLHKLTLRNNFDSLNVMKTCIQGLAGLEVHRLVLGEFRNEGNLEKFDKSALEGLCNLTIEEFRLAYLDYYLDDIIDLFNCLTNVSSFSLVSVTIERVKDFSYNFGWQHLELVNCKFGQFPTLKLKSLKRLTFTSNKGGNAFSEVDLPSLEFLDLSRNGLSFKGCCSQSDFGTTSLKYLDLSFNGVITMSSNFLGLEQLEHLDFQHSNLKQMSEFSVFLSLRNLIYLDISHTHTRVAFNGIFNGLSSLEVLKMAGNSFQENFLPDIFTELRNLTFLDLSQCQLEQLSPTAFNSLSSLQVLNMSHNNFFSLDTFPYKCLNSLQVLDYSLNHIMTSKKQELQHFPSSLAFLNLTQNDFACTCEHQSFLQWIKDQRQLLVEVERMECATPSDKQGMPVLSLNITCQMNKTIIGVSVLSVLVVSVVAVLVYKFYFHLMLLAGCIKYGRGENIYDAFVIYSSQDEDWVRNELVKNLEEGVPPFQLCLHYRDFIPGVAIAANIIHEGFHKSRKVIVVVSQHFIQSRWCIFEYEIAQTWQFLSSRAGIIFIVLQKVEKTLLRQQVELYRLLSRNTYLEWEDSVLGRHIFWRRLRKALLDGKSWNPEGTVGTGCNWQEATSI
Target sequence (Q99836 whole entry, looked up): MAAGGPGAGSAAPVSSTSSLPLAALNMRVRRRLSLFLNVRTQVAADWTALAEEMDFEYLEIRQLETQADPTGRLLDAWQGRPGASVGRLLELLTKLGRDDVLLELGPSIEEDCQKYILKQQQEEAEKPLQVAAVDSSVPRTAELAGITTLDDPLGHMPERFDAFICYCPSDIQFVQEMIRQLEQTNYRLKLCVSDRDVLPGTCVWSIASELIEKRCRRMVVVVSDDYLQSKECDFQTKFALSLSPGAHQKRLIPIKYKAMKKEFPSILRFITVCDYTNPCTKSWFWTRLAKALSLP
SRC2 TRFRET art = counter-screen for PPARgamma SRC-2 recruitment agonists: TR-FRET artefact. stronger effect = higher value. TR-FRET ratio at 8 µM. 200,000 compounds, 0.4% hits; in the data active = TR-FRET ratio above about 2000; also: inactives centre near 1500; reference of the scale not given here
DTT redox prof = compounds producing H2O2 with reducing agent – biochemical, NIH compound library profiling, artefact control for MLSCN library redox annotation, primary screen; DTT-dependent redox cycling H2O2, phenol red/HRP absorbance; 100% = 100 µM peroxide control, 0% = buffer; 200,000 compounds, 0.03% hits; activation, % at 10 µM;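 active = activation of at least 50% relative to the plate's high and low controls in the primary single-dose screen; inactive = activation below 50%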;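 also: compound incubated with DTT at 0.8 mM final as the reducing agent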
PPARg SRC3 recr = agonists of human PPARgamma SRC-3 coactivator recruitment | P37231 | biochemical PPARgamma/SRC-3 coactivator recruitment assay | activation, % at 8 µM | 200,000 compounds, 0.26% hits; in the data active = activation above about 23%;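 also: 0% = DMSO and 100% = reference agonist; some compounds past the cut are filed as inactive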
L major viab = inhibitors of Leishmania major promastigote growth; AID 1063; Leishmania major promastigotes, resazurin fluorescence viability; inhibition, % at 10 µM; 200,000 compounds, 9% hits; in the data active = inhibition above about 50%;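 also: promastigotes grown with compound for 44 hours at 28 °C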
PPARg SRC-2 ag = agonists of SRC-2 recruitment by human PPARgamma; P37231; PPARgamma LBD-SRC-2 recruitment, biochemical; AID 1032; activation, % at 8 µM; 200,000 compounds, 0.34% hits; in the data active = activation above about 22%;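 also: 0% = vehicle and 100% = reference agonist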
ROMK primary = modulators of human ROMK potassium channel; P48048; Tet-inducible ROMK, thallium flux fluorescence; actives lie on both sides; B-score at 10 µM; 130,000 compounds, 2% hits;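 active = signal ratio slope over the read window, or its plate-corrected B-score, at least 3 SD from the plate mean, either direction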;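 also: B-score of the F/F0 ratio slope over 7 to 12 s after thallium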
S1P3 antagonist = S1P3 (human) receptor antagonism | inhibition, % at 4.98 µM | 170,000 compounds, 0.27% hits | CHO S1P3 NFAT-BLA reporter, FRET fluorescence, antagonist mode | AID 485;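 active = inhibition above the plate cutoff, the mean inhibition of test wells on that plate plus 3 SD, cut at about 28% in these data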;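 also: cells challenged with S1P at its EC80 of 0.8 µM; blue over green emission ratio from cleaved BLA substrate after 4 h stimulation; 0% = S1P-stimulated wells and 100% = unstimulated DMSO-only wells; some compounds past the cut are filed as inactive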
An asterisk follows results filed as active; · = no result given.

SMILES | PPARg SRC-1 ag | bIAP inh | bIAP activator | TLR4-MyD88 BLA | SRC2 TRFRET art | DTT redox prof | PPARg SRC3 recr | L major viab | PPARg SRC-2 ag | ROMK primary | S1P3 antagonist
Cn1c(Cn2c(=O)sc3ccccc32)nnc1SCC(=O)N1CCOCC1 | 12 | -17 | 1.2 | 7 | 1687 | 0.9 | 3 | -13 | 4 | · | 6
C=CCn1c(SCCC(=O)O)nc2c1c(=O)n(C)c(=O)n2C | -6 | 1 | 1 | -5 | 1479 | -0.6 | 13 | -5 | -3 | -0.49 | -4
CCOC(=O)c1c(-c2cccs2)csc1NC(=O)CN1CCOCC1 | 9 | 3 | 1 | 1 | 1517 | -1.0 | 3 | 4 | 5 | · | -7
Nc1ncnc2c1C1(CCCCC1)Cc1ccccc1-2 | 7 | 38 | 0.6 | -6 | 1669 | -0.5 | 1 | 35 | -3 | -0.34 | -2
CCCN1CCN(c2ccc([N+](=O)[O-])cc2C#N)CC1 | 6 | 3 | 1 | -19 | 1596 | -2.3 | 3 | 5 | 2 | -0.019 | 0
COc1ccc(NC(=S)NCC2CCCO2)c(C)c1 (stereo not drawn) | 8 | 18 | 0.8 | 1 | 1457 | 0.1 | 7 | -4 | -1 | 0.017 | -11
O=C(/C=C/c1ccccc1)NCCSCc1ccccc1 | 0 | 0 | 1 | 7 | 1442 | -0.2 | 0 | 5 | -4 | -0.66 | -18
Cn1c(/C=N/n2cnnc2)nc2ccccc21 | 9 | 6 | 0.9 | -13 | 1583 | -3.3 | -8 | 5 | 1 | -0.44 | -42
O=C1C(=O)N(CCN2CCOCC2)C(c2ccncc2)/C1=C(/O)c1ccc2c(c1)OCO2 (stereo not drawn) | 6 | 9 | 0.9 | -1 | 1668 | 0.7 | 1 | -7 | 8 | 0.12 | -12
CC1=C(CC/C(C)=N/NC(N)=S)C(C)(C)CCC1 | -1 | -12 | 1.1 | 3 | 1653 | 0.8 | 0 | 100* | 10 | -0.52 | ·
COC(=O)/C=C1/S/C(=N/N=C/c2ccc(N(C)C)cc2)NC1=O | -3 | 8 | 0.9 | -1 | 1642 | 0.3 | 0 | -3 | -6 | · | -10
COc1ccc(NC(=O)c2cc(-c3ccccc3)oc2C)cc1 | 2 | 8 | 0.9 | -6 | 1763 | · | 1 | 56* | 7 | · | 0
N/C(=N\OC(=O)COc1ccc(Cl)cc1Br)c1cccnc1 | -1 | 32 | 0.7 | 10 | 1622 | -0.8 | 1 | 4 | -3 | -0.024 | 4
COc1ccccc1Nc1nc2nonc2[nH]c1=O | 2 | -4 | 1 | 2 | 1609 | 0.2 | 5 | 3 | 3 | · | -14
CCCCOc1ccc(/C=C/C(=O)OCC(=O)NC(=O)NCC(C)C)cc1OCC | -8 | 10 | 0.9 | 5 | 1391 | 0.1 | 1 | -4 | 2 | · | -9
C/C(=N\N1CCN(c2ccc(Cl)cc2)CC1)c1cccs1 | 10 | 5 | 1 | -15 | 1642 | 0.7 | 0 | -9 | 3 | · | -4
Cc1nc([N+](=O)[O-])cn1CC(=O)Nc1ccc2c(c1)OCO2 | 6 | -10 | 1.1 | 3 | 1509 | 0.1 | 0 | -5 | 3 | 0.04 | -20
O=c1oc2ccc(Br)cc2cc1-c1nc2ccccc2o1 | -1 | 21 | 0.8 | -4 | 1629 | 1.4 | 1 | 1 | -6 | 1.4 | -14
Cn1ccnc1C(O)c1ccccc1 (stereo not drawn) | 4 | 10 | 0.9 | 6 | 1452 | -0.4 | -3 | 2 | 1 | -0.35 | -11
CCC(C)n1c(=N)c(C#N)cc2c(=O)n3ccccc3nc21 (stereo not drawn) | 4 | -2 | 1 | -13 | 1586 | 0.6 | 7 | 3 | 9 | · | ·

5 records drawn at random from those above:
SMILES | PPARg SRC-1 ag | bIAP inh | bIAP activator | TLR4-MyD88 BLA | SRC2 TRFRET art | DTT redox prof | PPARg SRC3 recr | L major viab | PPARg SRC-2 ag | ROMK primary | S1P3 antagonist
Cn1c(/C=N/n2cnnc2)nc2ccccc21 | 9 | 6 | 0.9 | -13 | 1583 | -3.3 | -8 | 5 | 1 | -0.44 | -42
CCOC(=O)c1c(-c2cccs2)csc1NC(=O)CN1CCOCC1 | 9 | 3 | 1 | 1 | 1517 | -1.0 | 3 | 4 | 5 | · | -7
COC(=O)/C=C1/S/C(=N/N=C/c2ccc(N(C)C)cc2)NC1=O | -3 | 8 | 0.9 | -1 | 1642 | 0.3 | 0 | -3 | -6 | · | -10
CC1=C(CC/C(C)=N/NC(N)=S)C(C)(C)CCC1 | -1 | -12 | 1.1 | 3 | 1653 | 0.8 | 0 | 100* | 10 | -0.52 | ·
O=C(/C=C/c1ccccc1)NCCSCc1ccccc1 | 0 | 0 | 1 | 7 | 1442 | -0.2 | 0 | 5 | -4 | -0.66 | -18

The list continues:
SMILES | PPARg SRC-1 ag | bIAP inh | bIAP activator | TLR4-MyD88 BLA | SRC2 TRFRET art | DTT redox prof | PPARg SRC3 recr | L major viab | PPARg SRC-2 ag | ROMK primary | S1P3 antagonist
O=C(NCCc1ccccc1)C1CCCN1S(=O)(=O)c1ccccc1 (stereo not drawn) | 3 | -7 | 1.1 | 6 | 1730 | -2.5 | 5 | 0 | 7 | -1 | -18
CC(C)C(=O)N1CCC(c2nc(-c3ccc(S(=O)(=O)N4CCCC4)cc3)no2)CC1 | -6 | -3 | 1 | -13 | 1244 | 1.5 | -3 | 15 | -5 | · | ·
COC(=O)c1ccc2c(=O)n(-c3ccccc3)c(=S)[nH]c2c1 | 1 | -4 | 1 | 10 | 1472 | -1.6 | 0 | -4 | 0 | -0.056 | -12
N#Cc1ccccc1Sc1ccccc1C(=O)OCC(=O)N1CCN(C(=O)c2ccco2)CC1 | -8 | -5 | 1.1 | -2 | 1517 | -1.9 | 0 | -4 | 0 | 0.59 | 1
CC(C)[C@@H]1NC(=O)c2cc([N+](=O)[O-])cc(I)c2NCCCC[C@@H](C(=O)NC(CC(=O)O)C(N)=O)NC(=O)[C@H](CO)NC1=O (stereo partly drawn) | 9 | -1 | 1 | 4 | 1505 | 0.4 | -2 | -4 | 5 | -0.057 | -11
CC(=O)c1cc(-c2ccccc2)n(CC(=O)N2CCN(C3CCCC3)CC2)c1C | 3 | -4 | 1 | 5 | 1584 | 0.3 | -1 | -5 | 4 | -0.029 | -58
CCN(CC)c1ccc(NC(=O)COc2ccc(N(C)S(=O)(=O)c3cccs3)cc2)cc1 | 4 | -3 | 1 | -17 | 1443 | 0.3 | 5 | -2 | -4 | 0.93 | -10
CC(C)=CCC(C)(C)CNC(=O)NC1CCCCC1 | 1 | 3 | 1 | 5 | 1592 | -0.6 | 9 | 16 | 9 | · | ·
Cc1sc2ncnc(SCC(=O)NC(=O)c3cccn3C)c2c1C | -4 | 2 | 1 | -6 | 1513 | -2.6 | 2 | 1 | 9 | 0.14 | -9
CCCCCn1c(=O)c(Cc2ccccc2)c(O)c2ccccc21 | -5 | 10 | 0.9 | 10 | 1351 | -4.3 | -6 | -1 | -2 | · | ·
c1ccc2c(-c3nn4nnnc4c4ccccc34)cccc2c1 | -5 | 16 | 0.8 | 7 | 1368 | 0.1 | 1 | 2 | 7 | 0.72 | ·
CC(C)Oc1cccc(C(=O)Nc2ccc(NC(=O)c3ccco3)cc2)c1 | -1 | 0 | 1 | 6 | 1751 | -0.4 | -5 | -2 | -5 | 0.59 | -10
CCOc1ccc(/C=C2/C(=N)N3OC(C)=CC3=NC2=O)cc1OC | 7 | 3 | 1 | -14 | 1702 | 0.1 | 0 | -1 | 5 | 0.0023 | 4
O=C1OCCC1Sc1nnc(-c2ccc(Br)cc2)o1 (stereo not drawn) | 3 | 6 | 0.9 | 0 | 1523 | 3.3 | 2 | -7 | 24* | · | ·
O=C(Nc1ccc(Cl)c(Cl)c1)c1ccc(Cn2cc(Cl)cn2)cc1 | -6 | 16 | 0.8 | -6 | 1485 | 1.3 | 2 | 23 | 0 | -0.34 | -21
COCc1cc(C)nc(OCC(=O)N/N=C/c2ccc(-c3cc([N+](=O)[O-])ccc3C)o2)c1C#N | 8 | 8 | 0.9 | -5 | 1794 | -1.1 | 5 | -5 | -4 | · | ·
CCN(CC)C(=O)c1[nH]cnc1C(=O)N[C@@H](C)C(=O)OCc1ccccc1 | 8 | -1 | 1 | -3 | 1541 | 0.4 | 1 | -13 | 8 | · | -9
CCc1nnc(NS(=O)(=O)c2ccc(NS(=O)(=O)c3ccc(NC(C)=O)cc3)cc2)s1 | -3 | 8 | 0.9 | -14 | 1622 | 0.3 | 11 | -7 | 4 | 0.62 | ·
Cc1ccccc1-c1nn(-c2ccc(F)cc2F)cc1CNCCCN(C)C | -11 | 7 | 0.9 | 12 | 1443 | -1.9 | -5 | 100* | -10 | -0.99 | 8
CCN(CC)c1ccc(N=Cc2cc(Br)ccc2O)cc1 | 17 | 11 | 0.9 | 0 | 1893 | -0.1 | 7 | 9 | 18 | -5.6* | -20
O=C(CN1C(=O)NC2(CCCC2)C1=O)Nc1ccc(F)cc1 | 1 | -8 | 1.1 | 10 | 1724 | -0.1 | 1 | -3 | 2 | -0.56 | ·
CCn1c(=O)cc(OCC(=O)Nc2nc(C)cs2)c2ccccc21 | 2 | 18 | 0.8 | 4 | 1415 | -0.6 | -3 | 2 | 7 | · | -3
CCOC(=O)c1c(C)[nH]c(N=Nc2ccccc2)c1C | 4 | 31 | 0.7 | 9 | 1542 | -17 | -1 | 6 | 3 | · | ·
COc1ccccc1NC(=O)c1ccc(-c2ccccc2F)o1 | -4 | 18 | 0.8 | -5 | 1541 | 2.3 | -2 | 1 | -3 | 0.86 | 40
CC(/C=C/c1ccc(C)o1)=C\C(=O)O | -8 | -3 | 1 | 5 | 1671 | 1.1 | 1 | -4 | -3 | · | ·
Nn1c(SCC(=O)Nc2ccc(S(=O)(=O)N3CCCC3)cc2)nnc1C(F)(F)F | -4 | 11 | 0.9 | -1 | 1252 | 0.4 | -18 | 9 | -2 | · | -1
COc1ccc(CNC(=O)COC(=O)c2n[nH]c3ccccc23)cc1OC | 8 | 9 | 0.9 | -1 | 1506 | -0.2 | 6 | -6 | 1 | · | 2
COc1cc(SC)ccc1C(=O)N1CCN(c2ccc(O)cc2)CC1 | 1 | 4 | 1 | 3 | 1538 | -0.2 | 3 | -1 | 2 | -0.02 | -4
Cc1ccc(C(=O)OCC(=O)Nc2ccccc2)cc1NC(=O)c1ccco1 | 2 | 11 | 0.9 | 1 | 1441 | 2.4 | 7 | 26 | 3 | -5.4* | 15
O=C1N(C2CCCC2)C[C@@H]2C[C@@H](c3cccn3-c3ccccn3)N3CCC[C@@]123 | 10 | -1 | 1 | 8 | 1631 | 0.3 | 3 | 0 | 7 | 1.4 | 0
Cn1c(=O)[nH]c2cc3ccccc3cc21 | 1 | -3 | 1 | -11 | 1604 | 2.6 | -10 | 13 | 2 | · | -40
CCOC(=O)N1CCN(C(=O)c2ccc(CSc3ccc(Cl)cc3)cc2)CC1 | 1 | -8 | 1.1 | -3 | 1583 | -0.3 | -10 | 22 | -1 | · | -3
CN(C)CCOCCSc1ccc(Cl)cc1 | 0 | -5 | 1.1 | -11 | 1794 | -0.7 | 1 | 98* | 2 | -0.94 | ·
O=C(NC(=S)NC(=O)c1ccccc1F)c1ccccc1F | 2 | 1 | 1 | -18 | 1321 | 0.2 | -2 | -9 | -12 | 0.15 | -8

Bioassay records deposited in PubChem by several laboratories.
